# HP1b binding inh: blocks HP1-beta chromodomain binding to methylated histone tails; P83916; Potency, µM (highest dose often 114 µM), for inactives: at the top dose activity change, negative = inhibition, hits mostly inhibitors; AlphaScreen HP1-beta / biotin-H3K9me3 peptide binding; hit rate 0.56% among 390,000; also: potency is read from the fitted curve at half-maximal effect; nearly all actives have a fitted effect of over 70% in size; inactives centre near 23
#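 Compound inhibition of the preformed complex between 50 nM HP1-beta and 50 nM biotinylated H3K9me3 peptide was read by AlphaScreen. Buffer was PBS pH 7.4 with 0.01% Tween-20. Incubations ran 30 min at room temperature, with 10 ug/mL donor/acceptor beads.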
# PI4K2A inh: PI4K2A (human) kinase inhibition; Q9BTU6; purified PI4K2A, ADP-Glo luminescence, 1 h; stronger effect = lower value; activity change, negative = inhibition, % at 76.9 µM; hit rate 0.13% among 420,000; in the data active = activity change below about -50%; inconclusive = mostly about -30% to -49%;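 also: -100% = wells without enzyme as full effect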
#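 In this quantitative HTS, ADP production by PI4K2A was quantified luminescently after 1 h at ambient temperature; 100 microM adenosine served as plate-quality control.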
# JMJD2A Tudor inh: JMJD2A Tudor domain (human) inhibition; AlphaScreen JMJD2A-Tudor / H3K4me3 peptide binding; Potency, µM (titrated, usually from 114 µM), for inactives: top-dose activity change, negative = inhibition, usual class: inhibitors; hit rate 4.4% among 390,000; AID 504339; also: potency is read from the fitted curve at half-maximal effect; % is scaled to controls: 0 for no effect and ±100 for the full control effect; nearly all actives have a fitted effect of over 50% in size
# GLS inh: blocks human kidney-isoform glutaminase activity; GLS enzymatic activity, qHTS titration; Potency, µM (doses to about 45.5 µM), inactives show top-dose activity change, negative = inhibition, most hits filed as inhibitors; hit rate 0.21% among 410,000; AID 624170; also: potency is read from the fitted curve at half-maximal effect; % is scaled to controls: 0 for no effect and ±100 for the full control effect
#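 Human kidney-isoform GLS in 45 mM KH2PO4 pH 8.2, 0.02% Tween-20, with compound, started with 1mM L-Glutamine (added stock). Glutamate oxidase/HRP/Amplex red coupled fluorescence read at start and after 30 min at RT.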
# PGK inhibitor: blocks T. brucei phosphoglycerate kinase; PGK/GAPDH coupled, Kinase-Glo luminescence, 60 min; hit rate 0.043% among 380,000; Potency, µM (top dose mostly 57.5 µM), for inactives: top-dose activity change, negative = inhibition, hits mostly inhibitors; also: potency is read from the fitted curve at half-maximal effect; % is scaled to controls: 0 for no effect and ±100 for the full control effect; nearly all actives have a fitted effect of over 60% in size
#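 Luminescent ATP detection (Kinase-Glo Plus) follows a 60-minute room-temperature incubation, with wells lacking PGK as controls. Buffer: 100 mM TEA (pH 7.6), 5 mM MgCl2, 0.01% Tween-20. Coupling enzyme GAPDH (100 nM final) supplies unstable 1,3-BPG in-well.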
# G9a block: G9a (human) methyltransferase inhibition; G9a H3K9 monomethylation, AlphaScreen, 2 h; Potency, µM (doses to about 102 µM), without a hit: top-dose activity, negative = inhibition, actives largely listed as inhibitors; hit rate 8.8% among 350,000; AID 504332; also: potency is read from the fitted curve at half-maximal effect; % is scaled to controls: 0 for no effect and ±100 for the full control effect; nearly all actives have a fitted effect of over 75% in size
#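 Readings reflect AlphaScreen signal from monomethyl-H3K9 antibody detection. HMT at 20 nM; substrate b-H3K9 500 nM; cofactor SAM 20 uM; 2 h RT reaction; compounds tested as titrations in qHTS with 15 min preincubation.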
# Pin1 inh: inhibitors of human Pin1. Potency, µM (series often up to 115 µM), for the others: at the top dose activity, negative = inhibition, most hits filed as inhibitors. Pin1 FP peptide displacement, HiFluor488, 10 min. hit rate 0.009% among 390,000. Q13526; active = well fitted inhibition curve with a large enough effect in the polarisation, with a control signal flat, not every such curve was filed as active; inconclusive = small, poorly fitted or top-dose-only effect, or effect the other way, or a change in a side signal; inactive = no such curve, though single readings can be large or run the other way; the % refers to the polarisation; also: potency is read from the fitted curve at half-maximal effect; % is scaled to controls: 0 for no effect and ±100 for the full control effect
# BAZ2B inh: inhibitors of human BAZ2B bromodomain. hit rate 4.4% among 360,000. AID 504333. Q9UIF8. AlphaScreen BAZ2B-H3K14Ac peptide displacement. Potency, µM (titrated, usually from 114 µM), without a hit: top-dose activity change, negative = inhibition, usual class: inhibitors; also: potency is read from the fitted curve at half-maximal effect; % is scaled to controls: 0 for no effect and ±100 for the full control effect; nearly all actives have a fitted effect of over 60% in size
# Target sequence (Q9UIF8 whole entry, looked up): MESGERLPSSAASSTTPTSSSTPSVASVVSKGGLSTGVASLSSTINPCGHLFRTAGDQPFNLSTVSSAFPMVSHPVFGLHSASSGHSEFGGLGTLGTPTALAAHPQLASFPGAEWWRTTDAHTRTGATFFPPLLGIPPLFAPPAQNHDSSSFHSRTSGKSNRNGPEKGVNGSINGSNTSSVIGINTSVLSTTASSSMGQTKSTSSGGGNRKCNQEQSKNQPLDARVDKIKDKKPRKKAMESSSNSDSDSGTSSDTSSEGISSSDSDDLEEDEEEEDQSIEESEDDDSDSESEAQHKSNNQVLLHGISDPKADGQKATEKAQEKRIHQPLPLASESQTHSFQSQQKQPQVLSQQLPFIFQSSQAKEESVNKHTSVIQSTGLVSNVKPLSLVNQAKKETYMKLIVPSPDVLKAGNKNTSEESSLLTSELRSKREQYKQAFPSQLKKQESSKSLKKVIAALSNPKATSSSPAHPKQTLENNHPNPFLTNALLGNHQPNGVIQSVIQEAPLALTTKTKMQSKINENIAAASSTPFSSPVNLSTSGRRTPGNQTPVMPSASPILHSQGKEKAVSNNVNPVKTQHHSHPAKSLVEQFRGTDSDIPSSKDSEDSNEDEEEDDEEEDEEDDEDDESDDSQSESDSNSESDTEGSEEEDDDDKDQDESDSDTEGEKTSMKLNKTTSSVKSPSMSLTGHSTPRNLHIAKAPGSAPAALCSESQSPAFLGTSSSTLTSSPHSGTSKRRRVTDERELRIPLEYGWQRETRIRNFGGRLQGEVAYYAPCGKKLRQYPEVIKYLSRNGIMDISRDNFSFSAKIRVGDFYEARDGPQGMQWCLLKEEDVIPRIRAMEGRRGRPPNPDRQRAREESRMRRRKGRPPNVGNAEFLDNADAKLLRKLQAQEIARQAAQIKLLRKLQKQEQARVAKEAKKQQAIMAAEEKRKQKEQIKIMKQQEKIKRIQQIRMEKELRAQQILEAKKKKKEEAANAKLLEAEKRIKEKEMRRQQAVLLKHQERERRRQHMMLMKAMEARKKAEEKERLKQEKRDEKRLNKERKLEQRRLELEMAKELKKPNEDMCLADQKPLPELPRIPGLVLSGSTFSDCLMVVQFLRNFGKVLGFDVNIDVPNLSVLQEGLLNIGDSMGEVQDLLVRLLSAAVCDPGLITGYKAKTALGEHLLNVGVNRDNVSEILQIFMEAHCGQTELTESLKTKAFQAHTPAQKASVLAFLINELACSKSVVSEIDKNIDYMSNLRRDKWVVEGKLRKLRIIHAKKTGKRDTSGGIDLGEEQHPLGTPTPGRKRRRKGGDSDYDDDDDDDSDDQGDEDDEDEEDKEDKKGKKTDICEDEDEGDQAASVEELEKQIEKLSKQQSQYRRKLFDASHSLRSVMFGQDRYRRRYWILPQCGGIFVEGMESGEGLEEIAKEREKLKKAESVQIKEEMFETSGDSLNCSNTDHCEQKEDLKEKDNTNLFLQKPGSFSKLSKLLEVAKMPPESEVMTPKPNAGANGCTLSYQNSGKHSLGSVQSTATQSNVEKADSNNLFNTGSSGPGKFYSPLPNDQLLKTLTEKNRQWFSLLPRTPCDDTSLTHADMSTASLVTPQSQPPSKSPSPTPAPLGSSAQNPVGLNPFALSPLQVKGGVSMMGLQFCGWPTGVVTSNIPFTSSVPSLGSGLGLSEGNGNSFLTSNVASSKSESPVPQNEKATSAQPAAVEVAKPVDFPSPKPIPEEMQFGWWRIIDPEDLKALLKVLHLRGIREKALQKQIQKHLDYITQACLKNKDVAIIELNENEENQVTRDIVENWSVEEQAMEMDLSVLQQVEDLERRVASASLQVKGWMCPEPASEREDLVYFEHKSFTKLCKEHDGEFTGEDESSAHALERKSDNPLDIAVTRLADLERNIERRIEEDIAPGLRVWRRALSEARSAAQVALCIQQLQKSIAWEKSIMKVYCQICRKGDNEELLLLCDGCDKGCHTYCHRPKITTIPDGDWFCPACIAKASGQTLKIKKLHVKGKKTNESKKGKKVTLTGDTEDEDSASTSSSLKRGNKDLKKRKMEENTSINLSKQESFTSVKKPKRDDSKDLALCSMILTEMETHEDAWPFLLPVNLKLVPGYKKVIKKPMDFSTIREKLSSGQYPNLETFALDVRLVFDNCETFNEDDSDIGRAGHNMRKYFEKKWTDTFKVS
#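 Multi-concentration screen (max 110 uM) measuring displacement of acetylated histone H3 peptide from BAZ2B by AlphaScreen, using 50 nM protein, 50 nM peptide and 10 ug/mL streptavidin donor plus Ni-chelate acceptor beads.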
# ERG-DNA inh: ERG Ets/DNA interaction inhibition. P11308. fluorescence polarization, His-ERG Ets domain / labelled DNA. Potency, µM (series often up to 76.9 µM), without a hit: top-dose FP activity, negative = inhibition, hits mostly inhibitors. hit rate 0.028% among 370,000; active = well fitted inhibition curve with a large enough effect in the polarisation, with a control signal flat; inconclusive = small, poorly fitted or top-dose-only effect, or effect the other way, or a change in a side signal; inactive = no such curve, though single readings can be large or run the other way; the % refers to the polarisation;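 also: polarization taken with two DNA probes labelled with fluorescein and Texas red; potency is read from the fitted curve at half-maximal effect; % of control where 0% means no effect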
#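 His-tagged ERG Ets domain (1 uM in the protein solution; 300mM KCl, 50mM Tris-HCl, 1mM EDTA, 1mM DTT, pH 7.5) received compound, then a probe mix of 5 nM fluorescein-DNA and 100nM Texas-615-DNA. Fluorescence polarization was read for both dyes.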
# * hit, by the source's call; i = inactive; ? = inconclusive; . = not tested or not shown; & = joins results of further samples; [ ] = another dose, or the depositor's remark. Unless noted, calls follow the shape of the dose curve; as a rule, active = well fitted curve in the direction sought with a large enough effect; inconclusive = small, poorly fitted or top-dose-only effect, or another doubt; inactive = no such curve, though single readings can be large; an effect the other way counts as inactive or inconclusive.
SMILES,HP1b binding inh,PI4K2A inh,JMJD2A Tudor inh,GLS inh,PGK inhibitor,G9a block,Pin1 inh,BAZ2B inh,ERG-DNA inh
CCC(Sc1nc(C)cc(=O)[nH]1)C(=O)Nc1nc2c(s1)CCCC2 (stereo unspecified),21%,-3,-18%,-4%,-8%,45µM*,-3%,?,-2%
CCOC(=O)NC(NCc1ccccc1Cl)(C(F)(F)F)C(F)(F)F,33%,3,3%,7%,-7%,4%[12.7 µM],-10%,7%,-3%
CC/S(C)=N/S(=O)(=O)c1ccc(C)cc1 (stereo unspecified),29%,-1,-1%,-2%,-3%,6%[59 µM],-3%,10%,.
Cc1ccc2c(c1)C=CC(C)(C)S2=O (stereo unspecified),23%,4,-7%,2%,-7%,5%[59 µM],0%,3%,7%
CCCCN1CC(O)=C(c2nc(-c3ccc(Cl)cc3)cs2)C1=N,7%,0,?,0%,3%,-11%,-5%,-6%,-3%
COc1ccc2c(c1)c1c(c(=O)n(-c3cccc(C)c3)c(=O)n1CC(=O)NCC1CCCO1)n2C (stereo unspecified),17%,1,-7%,3%,i,-4%[59 µM],4%,-13%,-3%
Cc1cccc(/C=N/n2c(C)nnc2C)c1,-5%,0,5%,16%,-3%,?,-5%,1%,-3%
COc1cccc(NC(=O)Cn2nc3c4ccccc4n(Cc4cccc(F)c4)cc-3c2=O)c1,20%,-1,-20%,4%,i,15%[59 µM],23%,2%,-3%
CC(=O)N1CCCc2cc(S(=O)(=O)N3CCC(C(=O)N(C)C4CCCCC4)CC3)ccc21,26%[57 µM],-2,6%,3%,-5%,3%[59 µM],0%,2%,-4%
COc1ccc(CS(=O)(=O)c2ncn[nH]2)cc1,17%,-1,-4%,0%,4%,-36%,-2%,-4%,-4%
Cn1c(CN2CCCC2)nc2cc(NC(=O)C3CCCCC3)ccc21,17%,1,-18%,13%,9%,8%,-2%,-2%,-5%
Cc1ccccc1-n1ncc2c1CC(C)(C)CC2NC(=O)C1=CC(=O)CC(C)(C)O1 (stereo unspecified),3%,1,-27%,1%,-3%,.,2%,?,3%
CCOC(=O)C1CCCN(Cc2nc(C3CC3)no2)C1 (stereo unspecified),3%,0,-6%,2%,-5%,11%[59 µM],-7%,-3%,1%
NCCCC[C@H]1CNC(=O)C(=O)N1CCc1cc(C(F)(F)F)cc(C(F)(F)F)c1,28%,-1,-16%,2%,1%,18%[59 µM],5%,-10%,1%
O=C(CN1c2ccccc2S(=O)(=O)c2ccccc21)Nc1ccccc1Cl,?,4,-29%,-10%,i,6%[59 µM],3%,-17%,2%
O=C(CSc1cccc[n+]1[O-])Nc1ccc2c(c1)OCCO2,36%,5,-8%,0%,-2%,25%[0.0925 µM],6%,-5%,13%
COc1ccccc1N1CCN(C(=S)Nc2ccccc2)CC1,14%,1&-4,-19%,7%&-5%,-14%,6%[0.501 µM],0%,-3%,0%
Cc1cccc(NC(=O)c2cc3ccccc3oc2=O)c1,15%,2,-11%,-1%,-5%,1%[0.501 µM],-1%,10%,-12%
CCOCCCNc1ncnc2c1cnn2-c1ccc(C)c(C)c1,41%[activator],-3,5%,0%,i,0%[59 µM],-1%,13%,-8%
Cc1cccc(Oc2ncnc(N)c2[N+](=O)[O-])c1C,31%,-2,-2%,1%,-9%,12%,-3%,12%,-2%
CCOC(=O)C1CCCN(C(=O)c2cc(-c3ccc(F)cc3)nc3ccccc23)C1 (stereo unspecified),0%,2,-6%,4%,3%,7%,-1%,-12%,7%
CC(=O)c1cccc(OCC(O)CNCCOc2ccc(C)cc2)c1 (stereo unspecified),-5%,1,4µM*,-15%,2%,40µM*,1%,50µM*,5%
COc1ccc(NC(=O)CCS(=O)(=O)c2ccc3c(c2)NC(=O)C(C)S3)cc1OC (stereo unspecified),0%,-4,18µM*,-13%,i,18%,-2%,-16%[57.1 µM],-11%
CC(=O)c1c(C)[nH]c(C(=O)N2c3ccccc3CC2C)c1C (stereo unspecified),31%,-4,-1%,6%,i,3%,2%,-3%,-1%
N#C[C@H]1C2OC2c2ccccc2N1C(=O)c1ccccc1 (stereo partly specified),26%,3,-7%,3%,2%,.,-9%,.,-6%
Cc1ccc2c(c1)C(=C(C#N)C#N)CCN2,27%,5,-25%,-6%,-1%,.,?,.,.
COC(=O)C1=C(C)N(Cc2ccccc2)C(=NCC2CC2)N[C@H]1c1ccccc1,25%,-3,?,-1%,-8%,-4%[12.7 µM],?,4%&0%,18%
Cc1cc(C(=O)COC(=O)c2ccc3c(c2)OCO3)c(C)n1CC1CCCO1 (stereo unspecified),44%[activator],0,-3%,-10%,11%,50µM*,-1%,?,0%
Cc1ccccc1OCC(=O)Nc1nnc(C2CC2)s1,13%,-1,-15%,2%,-1%,-5%[12.7 µM],-1%,29%,1%
COc1ccc(CNC(=O)CCc2nnc3ccc(N4CCC5(CC4)OCCO5)nn23)cc1,9%,-8,-1%,-7%,-11%,-2%,0%,-7%,-8%
CCOCCn1ccc2c(OCC(=O)Nc3cc(C(F)(F)F)ccc3Cl)cccc2c1=O,-1%,0,-13%,-1%,i,0%[59 µM],-8%,-1%,-1%
COc1ccc(C(=O)Nc2ccccc2C(N)=O)cc1,35%,46,-8%,9%,-11%,10%[12.7 µM],2%,8%,-3%
c1ccc(Cn2nnnc2CN2CCN(c3ncccn3)CC2)cc1,26%,-14,-9%,7%,8%,-31%[12.7 µM],?,-1%,-2%
O=C(COc1ccc(Br)cc1)Nc1ccc(C(=O)Nc2ccccc2C(=O)O)cc1,4%,-5,-13%,-8%,-28%,.,-2%,-16%,-3%
C=CCN1C(=O)c2ccc(C(=O)OCC(=O)N(CC)C3CCS(=O)(=O)C3)cc2C1=O (stereo unspecified),22%,-5,-15%,3%,-6%,?,-2%,3%,5%
O=S(=O)(NCCc1ccc(Cl)cc1)c1ccc(N2CCCCS2(=O)=O)cc1,32%,-2,-4%,-5%,4%,0%[12.7 µM],?,-13%,0%
Cc1ccc(NC(=O)c2cc(-c3cccs3)on2)cc1C,7%[57 µM],6&1,-9%&-8%,-2%&0%,-10%&1%,3%&11%[59 µM],0%&1%,-16%&4%,10%&2%
O=c1[nH]nc(SCc2ccccc2Cl)n1-c1ccc2c(c1)OCCO2,10%,-20,-3%,4%,0%,17%[59 µM],2%,-9%,7%
O=C(NCc1ccc2c(c1)OCO2)c1cccnc1Cl,24%,-4,11%,3%,-2%,6%,15%,-14%,2%
COc1ccc(NC(=O)CN(C)C(=O)c2ccc(NS(=O)(=O)c3ccc4[nH]c(=O)[nH]c4c3)cc2)cc1,30%,2,-21%,-3%,1%,8%[0.501 µM],3%,13%,0%

# Structures above containing a cyano group:
SMILES,HP1b binding inh,PI4K2A inh,JMJD2A Tudor inh,GLS inh,PGK inhibitor,G9a block,Pin1 inh,BAZ2B inh,ERG-DNA inh
N#C[C@H]1C2OC2c2ccccc2N1C(=O)c1ccccc1 (stereo partly specified),26%,3,-7%,3%,2%,.,-9%,.,-6%
Cc1ccc2c(c1)C(=C(C#N)C#N)CCN2,27%,5,-25%,-6%,-1%,.,?,.,.

# More records
SMILES,HP1b binding inh,PI4K2A inh,JMJD2A Tudor inh,GLS inh,PGK inhibitor,G9a block,Pin1 inh,BAZ2B inh,ERG-DNA inh
O=C(Nc1ccccc1)c1n[nH]c(Cn2cncn2)n1,33%[activator],-3,?,-2%,-6%,?,-3%,?,-2%
Cc1ccccc1NC(=S)N(Cc1cccs1)C1CCCC1,27%,-4,-9%,0%,-26%,12%,-6%,3%,3%
O=C(O)c1ccc2nc(-c3ccco3)c(-c3ccco3)nc2c1,?,-14,25µM*,7.1µM*,?,-123%[12.7 µM],?,10µM*,-5%
S=C(NCCc1ccccc1)N1CCN(Cc2ccccc2)CC1,?,-17,4.5µM*,1%,-1%,?,-1%,56µM*,8%
O=C(O)c1ccc(N2Cc3ccccc3C2)cc1O,1%,-5,?,4µM*,-23%,8.9µM*,.,?,.
O=C(NCC(=O)N(Cc1cccs1)C(C(=O)NC1CCCC1)c1cccnc1)c1ccco1 (stereo unspecified),54%,10,-4%,8%,3%,-1%[59 µM],-1%,15%,2%
CCC(=O)Nc1nnc(CSCc2ccc(F)cc2)s1,26%,3,4%,2%,-6%,?,-1%,-2%,9%
CN(CCO)c1cc(Sc2nc3ccccc3s2)c2nonc2c1[N+](=O)[O-],?,-20,22µM*,23%,-10%,?,-4%,-30%[57.1 µM],-6%
CCc1cc(=O)oc2cc(C)cc(OCC(=O)NCCCN3CCOCC3)c12,31%,-3,-3%,5%,i,1%,-4%,-30%,2%
CSc1nsc2nc(=O)c(/C=C3\C(C)=Nc4ccccc43)c(N)n12,19%,6,-32%,2%,-5%,18µM*,18%,?,14%
O=C(CSc1nnc2[nH]c(=O)cc(-c3ccccc3)n12)Nc1ccc(F)cc1F,23%,-9,-6%,3%,11%,6%[59 µM],5%,-2%,-2%
C/C(=N\Nc1cc(C(F)(F)F)ccc1Cl)c1ccccc1O,57%[activator],-1,11%,0%,-8%,5%[59 µM],6%,5%,-2%
COc1cc(C(=O)NCc2cn3ccsc3n2)cc(OC)c1OC,34%,-1,-2%,-11%,i,.,-3%,.,1%
CCCNS(=O)(=O)c1ccc(CCC(=O)Nc2cc(Cl)ccc2Oc2ccccc2)cc1,39%[activator],-15,-10%,4%,-10%,-7%[59 µM],2%,-2%,-2%
O=C(COC(=O)c1ccccc1C(=O)c1ccccc1)Nc1ccc(SC(F)F)cc1,14%,1,-14%,9%,3%,5%[59 µM],1%,7%,-5%

# From PubChem BioAssay
